UPR CHOP act: activators of apoptotic CHOP UPR arm, primary screen, cell-based, CHO-CHOP luciferase reporter, luminescence, uHTS. AID 449763, 2010. UPR activation; percent of tunicamycin response over DMSO baseline. activation, % at 10 µM. actives 0.34% (n = 330,000);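 active means at 10 µM dose, activation of 40% or more, normalized to positive control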;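 further: 100% = tunicamycin at 10 µg/mL and 0% = DMSO alone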
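Assay system: CHO-CHOP cells, stable luciferase reporter of PERK-eIF2a-CHOP signalling / Buffer or medium: F12 plus 10% serum / Compound dosing: one dose, 10 µM in 0.5% DMSO / Times: 6 h compound treatment, 37 °C / Technique: luciferase luminescence / Read-out: % reporter activation, DMSO baseline versus tunicamycin full activation / Benchmarks: tunicamycin and DMSO controls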
tim23-1 inh: growth inhibitors of tim23-1 mutant yeast, primary screen, luminescence, uHTS; S. cerevisiae tim23-1 growth, BacTiter-Glo luminescence, 24 h; inhibition, % at 20 µM; actives 1.3% (n = 330,000); AID 463212, 2010;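 active means growth inhibition of the mutant yeast at or above 50%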;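 further: temperature-sensitive mutant grown at 25 °C; plate controls were DMSO-treated mutant yeast for no effect and medium wells lacking yeast for full effect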
Jurkat NFkB inh: inhibitors of induced NF-kB luciferase reporter, primary screen, TCR NF-kB activation inhibitor project, cell-based, luminescence, uHTS | Jurkat, PMA/ionomycin-induced NF-kB luciferase reporter | inhibition, % at 4 µM | actives 0.53% (n = 330,000); in the data active means inhibition above about 50%
697 NFkB inh: inhibitors of PMA/ionomycin-induced NF-kB reporter, 697 cells, primary screen, B-cell NF-kB inhibitor project, cell-based, luminescence, uHTS | inhibition, % at 4 µM | 697 B-cell NF-kB luciferase reporter, 16 h | actives 0.33% (n = 330,000); in the data active means inhibition above about 35%
UPR XBP1 act: activators of adaptive XBP1 UPR arm, primary screen, cell-based, CHO-XBP1 luciferase reporter, luminescence, uHTS; IRE1-XBP1 UPR activation; percent of tunicamycin response, DMSO as zero; activation, % at 20 µM; actives 0.33% (n = 330,000); AID 463104, 2010;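 active means versus positive control, 20 µM dose yields 30% or more activation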;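 further: 100% = tunicamycin at 10 µg/mL and 0% = DMSO only wells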
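Material: CHO-XBP1 cells stably carrying IRE1-XBP1-driven luciferase reporter | Medium: F12 with 10% serum | Compound dosing: 20 µM single concentration, DMSO 1% | Incubation: Overnight seeding at 37 °C, 6 h compound treatment at 37 °C | Detection: Steady-Glo luminescence read | Read-out basis: % activation of reporter signal versus tunicamycin and DMSO controls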
APJ antagonist: antagonists of human apelin receptor APJ, primary screen, CHO-K1 cells, beta-arrestin complementation, luminescence; P35414; AID 2521, 2010; inhibition, % at 20 µM; actives 0.32% (n = 330,000);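 active means inhibition above about 40% at 20 µM, limit read from the data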;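 further: cells challenged with 10 nM apelin-13 agonist together with compound; plate controls were apelin-13 plus DMSO wells for no effect and DMSO wells lacking apelin-13 for full effect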
Target sequence (P35414 whole entry, looked up): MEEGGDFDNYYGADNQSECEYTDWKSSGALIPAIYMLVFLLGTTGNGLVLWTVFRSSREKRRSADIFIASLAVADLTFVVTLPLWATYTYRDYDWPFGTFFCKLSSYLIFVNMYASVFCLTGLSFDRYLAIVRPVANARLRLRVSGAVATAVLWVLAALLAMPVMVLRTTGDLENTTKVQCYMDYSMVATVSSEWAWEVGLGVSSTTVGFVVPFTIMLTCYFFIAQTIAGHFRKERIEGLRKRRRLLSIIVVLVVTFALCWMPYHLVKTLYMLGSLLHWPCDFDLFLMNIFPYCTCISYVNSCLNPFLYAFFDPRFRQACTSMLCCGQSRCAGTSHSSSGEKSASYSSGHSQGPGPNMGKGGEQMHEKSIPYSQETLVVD
Mdm2 MdmX PPI: inhibitors of human Mdm2-MdmX association, primary screen, cell-based, luminescence, split luciferase, SaOS-2, uHTS. Protein Mdm4 (Homo sapiens) + E3 ubiquitin-protein ligase Mdm2 (Homo sapiens), …. SaOS-2 split-luciferase Mdm2/MdmX complementation. inhibition, % at 8 µM. actives 3% (n = 330,000). AID 485346, 2010;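 active means inhibition of at least 50% at 8 µM in the primary screen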
APJ ag: agonists of human apelin receptor APJ, primary screen, CHO-K1 cells, PathHunter beta-arrestin, luminescence | actives 0.11% (n = 330,000) | activation, % at 20 µM | P35414 | 0% DMSO wells, 100% apelin;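 active means activation more than six SD over the plate average, tested at 20 µM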;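 further: 0% = DMSO alone and 100% = apelin-13 at 10 nM; some results filed as inactive read as strong as hits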
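Assay system – PathHunter CHO-K1 APJ (AGTRL-1) beta-arrestin reporter cells · Compound – one dose, 20 µM compound, 1% DMSO · Timing – compound 90 min 25 °C, reagent 1 h · Measured by – luminescence from split beta-galactosidase complementation, Galacton Star/Emerald II substrate · Measure – beta-arrestin recruitment to APJ as agonist activity, luminescent signal · Benchmarks – DMSO vs Apelin-13 10 nM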
* = called active by the depositor.

SMILES	UPR CHOP act	tim23-1 inh	Jurkat NFkB inh	697 NFkB inh	UPR XBP1 act	APJ antagonist	Mdm2 MdmX PPI	APJ ag
COc1ccc2oc(=O)c(C(=O)N3CCN(c4ccccc4C)CC3)cc2c1	2.7	21	-48	-70	9	23	-80	-5
O=C(NCc1ccccc1)N1CCC(n2cnc3cc(F)ccc32)CC1	0.7	-2	4	30	0	-1	-17	-1
CCc1ccc(/C=C2/Sc3ccccc3N(CC(=O)NCC3CCCO3)C2=O)cc1 (configuration not stated)	1.5	16	-21	-15	-3	6	-10	-3
Cc1cccc(CCNC(=O)CCS(=O)(=O)c2cc3c(cc2C)NC(=O)CO3)c1	-1.4	0	-2	6	-3	13	-4	-2
O=C(O)c1ccc(N2C(=O)c3cccc4cccc(c34)C2=O)cc1	0.3	-5	-18	-13	-1	10	8	0
CCCn1nc(NC(C)=O)c2cc3cccc(C)c3nc21	1.0	30	-2	5	0	-8	-7	-1
COC(=O)c1ccc(OCC(=O)c2ccccc2)cc1	4.5	7	-107	-7	-1	8	-110	2
CCCCNC(=O)CCCCCNS(=O)(=O)c1ccc(Br)cc1	3.1	1	-2	1	0	-5	4	-3
CC(C)C(OC(=O)CN1C(=O)c2ccccc2C1=O)C(=O)NC1CCCCC1 (configuration not stated)	1.5	12	1	-20	-2	0	8	-1
Cc1cc(Nc2ccc(C)c(C)c2)n2nc(C)nc2n1	-0.7	11	11	8	-1	21	-18	-3
NS(=O)(=O)c1cccc(NC(=O)CCN2C(=O)C3CCCCC3C2=O)c1 (configuration not stated)	1.4	8	-6	17	1	5	14	-4
COCCN=c1scc(C)n1/N=C/C1CC2C=CC1C2 (configuration not stated)	4.4	1	-9	11	2	-10	15	-3
CS(=O)(=O)N(CC(=O)N1CCc2ccccc2C1)Cc1ccccc1	-0.6	5	-3	-3	-4	20	-11	-5
CCNC(=O)NC(=O)C(C)OC(=O)c1oc2ccccc2c1CSC1CCCCC1 (configuration not stated)	-0.4	-9	4	15	-1	6	15	-4
CN1CCN(C(=O)c2cccc(S(=O)(=O)N3CCCC3)c2)CC1	2.3	4	12	3	0	12	-16	-3
O=C1Nc2ccc(F)cc2C12Nc1ccccc1-c1nnc(SCc3ccccc3Cl)nc1O2 (configuration not stated)	0.1	15	3	2	-4	53*	7	-4
COc1c(Cl)cccc1-c1cn2ccc(C)cc2n1	1.6	43	-149	-237	-2	2	-215	-2
CCCCN(CCCC)C(=O)c1sc2nc(N3CCOCC3)c3c(c2c1N)CCCC3	-1.1	12	14	1	-7	4	21	5
O=C(NC1(C(F)(F)F)NC(=O)N(c2ccc(F)cc2)C1=O)c1cccs1 (configuration not stated)	-1.2	8	-3	7	-2	-10	37	3
CC1(C(=O)Nc2nc3ccc(S(C)(=O)=O)cc3s2)CC1(Cl)Cl (configuration not stated)	3.0	16	5	3	3	-2	-12	0
C=C(C)C1CC=C(C)/C(=N/NC(=O)COc2cccc(C)c2)C1 (configuration not stated)	-0.7	9	-22	3	-3	3	12	-3
CCC(NC(=O)c1ccccc1NC(=O)c1ccccc1)C(=O)NNC(=O)c1cccnc1 (configuration not stated)	0.0	7	-16	17	2	9	30	-5
Fc1ccccc1NC(=S)N1CCOCC1	0.4	1	12	2	-2	4	-13	0
Cc1ccc(NC(=O)CN2C(=O)NC(Cc3ccccc3)C2=O)c(Br)c1 (configuration not stated)	0.8	-6	18	16	0	15	3	-1
Cc1csc(C(=O)O)c1-c1c(C)csc1C(=O)O	0.9	13	5	13	1	-2	18	-1
O=C(NCCCN1CCCC1=O)c1cc(NS(=O)(=O)c2ccc(F)cc2)cc(NS(=O)(=O)c2ccc(F)cc2)c1	-0.3	9	-5	13	-1	9	-10	2
CCN(CC)S(=O)(=O)c1ccc(N(C)C)c(NC(=O)CC(NC(C)=O)c2ccccc2)c1 (configuration not stated)	-0.1	18	-6	20	-1	0	-10	-2
O=C(COC(=O)C1COc2ccccc2O1)NC(=O)NC1CCCCC1 (configuration not stated)	0.5	15	5	8	-2	-4	8	-3
CSc1nc(C)cc(C)c1C(N)=O	1.5	-9	12	19	-2	-4	13	0
Cc1ccc(NC(=O)COC(=O)[C@H](C)NC(N)=O)c(C)c1	2.8	7	1	6	1	7	9	-4
CCOC(=O)C1=C(Nc2ccccc2)OCC1=O	0.4	4	-4	10	-2	18	-2	0
COc1ccc(NC(=O)c2ccc(-n3cccn3)c([N+](=O)[O-])c2)cc1	-0.9	13	-15	6	-4	19	6	0
O=C(c1cc2ccccc2oc1=O)N1CCN(c2ccc(N3CCOCC3)nn2)CC1	-1.1	-5	-7	14	2	-90	14	0
O=S(=O)(c1ccccc1)c1nc(NCc2ccccc2)sc1Cl	0.6	26	-2	-15	-2	6	-22	0
CCCCC(CCC(=O)Nc1ccc(C(=O)OCC)cc1)C(=O)O (configuration not stated)	-0.8	-7	-3	-5	2	-9	6	0
Cc1ccc(Oc2cc(NN3CCCCC3)c([N+](=O)[O-])cc2[N+](=O)[O-])c(Cl)c1	1.9	15	8	1	-1	8	15	-3
O=C(CSc1nc(-c2ccccc2)c(-c2ccccc2)[nH]1)N1CCN(S(=O)(=O)c2ccccc2)CC1	-0.7	13	3	-7	1	16	-1	0
COc1ccccc1Cc1nnc(NC(=O)C2CCN(C(=O)c3ccco3)CC2)s1	-2.1	13	-2	8	0	2	16	-1
CC(=O)N(CC(C)C(=O)O)c1c(I)cc(I)c(N)c1I (configuration not stated)	-1.0	-8	8	4	-5	-8	1	-1
CCCC1(C(=O)OCC)NC(c2ccc(N(C)C)cc2)C2C(=O)N(c3ccccc3)C(=O)C21 (configuration not stated)	-0.5	-40	-9	-2	0	11	30	-2

Six of the entries above in order of the 697 NFkB inh value, lowest first:
Molecule	697 NFkB inh
O=S(=O)(c1ccccc1)c1nc(NCc2ccccc2)sc1Cl	-15
COc1ccc(NC(=O)c2ccc(-n3cccn3)c([N+](=O)[O-])c2)cc1	6
COc1ccccc1Cc1nnc(NC(=O)C2CCN(C(=O)c3ccco3)CC2)s1	8
O=C(NCCCN1CCCC1=O)c1cc(NS(=O)(=O)c2ccc(F)cc2)cc(NS(=O)(=O)c2ccc(F)cc2)c1	13
CCC(NC(=O)c1ccccc1NC(=O)c1ccccc1)C(=O)NNC(=O)c1cccnc1 (configuration not stated)	17
CCN(CC)S(=O)(=O)c1ccc(N(C)C)c(NC(=O)CC(NC(C)=O)c2ccccc2)c1 (configuration not stated)	20

The results go on:
SMILES	UPR CHOP act	tim23-1 inh	Jurkat NFkB inh	697 NFkB inh	UPR XBP1 act	APJ antagonist	Mdm2 MdmX PPI	APJ ag
CS(=O)(=O)N1N=C(c2ccco2)CC1c1ccc(Br)cc1 (configuration not stated)	0.5	10	-35	-44	3	4	-17	-5
CCc1c(C)nc(SCC(=O)NC2CCCC2)[nH]c1=O	0.6	12	7	-1	-4	22	15	0
Cn1c(CCNC(=O)c2ccco2)nc2cc(NC(=O)NC3CCCCC3)ccc21	-0.4	11	-47	-32	-1	-7	-19	0
CC(C(=O)N=c1sc2ccccc2n1C)N1C(=O)C2CC=CCC2C1=O (configuration not stated)	2.1	40	6	3	3	8	-3	-1
Cn1nc(-c2ccccc2)c2cc(C(=O)O)sc21	-0.8	11	-5	-27	-2	-7	-26	-1
O=C(NCc1ccncc1)c1ccc(Oc2ccccc2)cc1	1.7	-13	7	-18	3	-5	10	-2
Cc1nc2ccccc2c(=O)n1/N=C/c1cn[nH]c1-c1ccccc1	-0.6	21	-14	3	1	8	13	4
CN(C(=S)NC1CCCCC1)C1(c2ccccc2Cl)CCCCC1=O (configuration not stated)	0.9	42	6	-24	2	-5	21	1
Cc1oc(C(C)(C)C)cc1C(=O)Nc1ccc2c(c1)OCO2	2.4	43	-15	-12	2	-8	-14	-2
Cn1cc(SCC(=O)NC2CCCC2)c2ccccc21	-0.9	9	-8	-5	-2	-26	6	-9
COc1cccc(CN(C)CC(=O)NCc2ccccc2Cl)c1OC	-1.3	19	-4	6	-1	7	-5	-3
COc1ccc(C(=O)NCC(=O)N/N=C/c2cccnc2)cc1	2.5	13	-4	-2	-2	4	-17	1
Cc1cccc(-c2nnc(SCC#N)n2-c2cccc(Cl)c2)c1	1.1	12	9	-23	2	4	9	-4
CCOc1ccc2[nH]c3c(NCCN(CC)CC)ncnc3c2c1	3.2	-14	-1	16	-3	17	9	-3
CCn1c(SCC(=O)Nc2nc3ccccc3s2)nnc1-c1ccc(Br)cc1	-1.9	11	-7	7	1	12	-7	-2
CC(C)NC(=O)Cn1c(=O)cnc2ccccc21	-0.4	3	-6	-13	-1	6	-19	-4
COc1cccc(C(=O)Nc2ccc(N3CCN(C(=O)c4ccco4)CC3)cc2)c1	1.5	25	22	-46	6	-7	37	-3
CCOc1ccccc1N(C(=O)CNC(=O)c1ccco1)C(C(=O)NC(C)(C)C)c1ccncc1 (configuration not stated)	0.2	16	3	10	2	-2	-35	8
Cc1ccc(N2CC(C(=O)NC3=NCCS3)CC2=O)cc1C (configuration not stated)	-4.0	-8	-12	9	-3	2	3	-2
Cc1nc2ccccn2c(=O)c1NC(=O)c1cccs1	-0.9	-17	-8	-13	1	0	2	-2
CCOC(=O)C1CCN(CC(=O)N2C(C)CCCC2C)CC1 (configuration not stated)	0.5	-7	11	28	-1	-4	-6	-3
COc1ccc(C)cc1NC(=O)c1ccc(NS(=O)(=O)c2c(C)noc2C)cc1	-1.5	0	-23	4	-3	15	26	-2
C=CCNC(=O)COc1c(C)ccc(C)c1C	0.1	10	-4	14	-1	-4	19	-6
Clc1cccc(-c2ccnc3nc(-n4cccc4)nn23)c1	-1.3	15	4	2	1	17	0	2
COc1ccc(/C=C/C(=O)OCCNC(=O)c2ccncc2)cc1OC	-1.9	13	-10	1	-1	8	12	1
CCOC(=O)C1CCN(C(=O)C2CCN(c3nn4c(=O)cc(C)nc4s3)CC2)CC1	-1.6	-10	11	-15	-7	-27	19	-1
COc1ccc(N2CC(NC(=O)N3CCc4ccccc43)CC2=O)cc1OC (configuration not stated)	0.7	2	7	-6	-1	-14	-6	1
CCOC(=O)[C@@H]1[C@H]2COc3cc(OC)ccc3[C@H]2N2C(=O)N(c3ccc(Cl)cc3)C(=O)[C@]12C	-1.9	26	0	-1	-2	29	-3	-4
Cc1ccc(C2=NCCn3c2c2ccc(C(F)(F)F)cc2[n+]3[O-])cc1	1.7	1	-3	-11	1	-34	9	6

Pulled one by one from the entries so far (2):
SMILES	UPR CHOP act	tim23-1 inh	Jurkat NFkB inh	697 NFkB inh	UPR XBP1 act	APJ antagonist	Mdm2 MdmX PPI	APJ ag
COc1ccc(N2CC(NC(=O)N3CCc4ccccc43)CC2=O)cc1OC (configuration not stated)	0.7	2	7	-6	-1	-14	-6	1
CCOC(=O)[C@@H]1[C@H]2COc3cc(OC)ccc3[C@H]2N2C(=O)N(c3ccc(Cl)cc3)C(=O)[C@]12C	-1.9	26	0	-1	-2	29	-3	-4

High-throughput results as filed in PubChem BioAssay.
